A549 viability: Nrf2 qHTS screen for inhibitors: counterscreen for cytotoxicity. A549 ARE-Fluc cells, CellTiter-Fluor viability, 18-24 h. Potency, µM (series often up to 46 µM), for inactives: top-dose activity change, negative = cytotoxicity, usual class: inhibitors. actives 0.16% (n = 390,000); note: potency is the fitted concentration of half-maximal effect; % is set by controls: 0 for no effect and ±100 for the full control effect
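A549 ARE_Fluc cells in 5% FBS OPTI-MEM were exposed to compounds in concentration-response for 18-24 h at 37 deg C. Viability was read by CellTiter-Fluor fluorescence (Ex 405/Em 525) after 30 min, before the luciferase read.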
Nrf2 ARE act: qHTS of Nrf2 Activators. Potency, µM (top dose mostly 46.1 µM), for inactives: top-dose activation, actives largely listed as activators. actives 0.31% (n = 410,000). AID 624171, 2012. AREc32 ARE-luciferase reporter (MCF7-derived line), luminescence, 24 h; note: potency is the fitted concentration of half-maximal effect; % of control where 0% means no effect; nearly all actives have a fitted effect of over 65% in size
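Luminescent ARE reporter assay in AREc32_Fluc cells: overnight plating at 37 deg C, 24 hr compound incubation, Steady-Glo added, 30 min RT before reading.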
EPAC2 agonist: qHTS for Agonist of cAMP-regulated guanine nucleotide exchange factor 4 (EPAC2): primary screen. EPAC2 activation, biochemical qHTS; response scale: 100% = 6.5 mM cAMP response. Potency, µM (highest dose often 154 µM), without a hit: at the top dose activation, usual class: activators. AID 720711, 2013. actives 0.079% (n = 360,000). Rap guanine nucleotide exchange factor 4 (Homo sapiens), Q8WZA2; note: potency is the fitted concentration of half-maximal effect; nearly all actives have a fitted effect of over 50% in size
Target sequence (Q8WZA2 whole entry, looked up): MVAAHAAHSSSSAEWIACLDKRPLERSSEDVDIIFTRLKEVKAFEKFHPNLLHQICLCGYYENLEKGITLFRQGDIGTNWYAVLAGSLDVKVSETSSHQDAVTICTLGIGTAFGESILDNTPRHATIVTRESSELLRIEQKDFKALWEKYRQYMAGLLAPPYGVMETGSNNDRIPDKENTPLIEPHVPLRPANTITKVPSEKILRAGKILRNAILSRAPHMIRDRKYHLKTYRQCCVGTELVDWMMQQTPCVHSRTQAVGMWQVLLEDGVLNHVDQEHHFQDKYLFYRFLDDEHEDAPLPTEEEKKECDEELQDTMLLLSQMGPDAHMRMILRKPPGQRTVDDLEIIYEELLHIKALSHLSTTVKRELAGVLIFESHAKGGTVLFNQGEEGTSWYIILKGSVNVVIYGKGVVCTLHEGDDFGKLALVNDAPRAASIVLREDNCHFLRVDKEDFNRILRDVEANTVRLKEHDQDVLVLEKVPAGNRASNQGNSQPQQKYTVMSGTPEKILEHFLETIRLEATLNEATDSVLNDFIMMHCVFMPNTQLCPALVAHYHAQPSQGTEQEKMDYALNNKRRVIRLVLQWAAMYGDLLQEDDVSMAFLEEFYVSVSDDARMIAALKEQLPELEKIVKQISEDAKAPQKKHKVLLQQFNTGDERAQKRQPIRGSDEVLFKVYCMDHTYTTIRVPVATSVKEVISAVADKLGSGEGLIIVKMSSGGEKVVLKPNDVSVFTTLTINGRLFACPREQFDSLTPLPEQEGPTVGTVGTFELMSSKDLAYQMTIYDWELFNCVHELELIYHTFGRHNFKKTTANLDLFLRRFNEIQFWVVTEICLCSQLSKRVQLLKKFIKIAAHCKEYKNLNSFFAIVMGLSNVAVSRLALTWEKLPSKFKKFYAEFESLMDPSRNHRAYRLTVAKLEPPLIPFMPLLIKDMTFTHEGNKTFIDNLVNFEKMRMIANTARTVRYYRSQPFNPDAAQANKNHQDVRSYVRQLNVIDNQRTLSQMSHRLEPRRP
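In this primary screen, activation is scored as increased exchange of BODIPY-GDP from Rap1B by 100 nM EPAC2, with 50 uM GDP as competitor. Signal is normalized to the 6.5 mM cAMP agonist control.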
Mm-Cpn inhibitor: Inhibitors of TCP-1 ring complex (TRiC) of Methanococcus maripaludis (MmCpn): qHTS | Chaperonin Mm-Cpn (Methanococcus maripaludis) | purified Mm-Cpn ATPase, ADP Transcreener TR-FRET | Potency, µM (doses to about 76.9 µM), inactives show at the highest dose activity, negative = inhibition, hits mostly inhibitors | actives 0.031% (n = 330,000); note: potency is the fitted concentration of half-maximal effect; % is set by controls: 0 for no effect and ±100 for the full control effect; nearly all actives have a fitted effect of over 80% in size
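Compound-treated chaperonin, 25 nM final, turns over 10 uM ATP at 37°C for 30 min following a 10 min preincubation; ADP generated competes with ADP-d2 for Eu-cryptate antibody, lowering FRET.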
TGFb inhibitor: qHTS for Inhibitors of TGF-b; Potency, µM (series often up to 46.1 µM), without a hit: at the top dose activity, negative = inhibition, most hits filed as inhibitors; HepG2 CAGA-GFP TGF-b/SMAD3 reporter, GFP fluorescence, 18 h; TGF-beta stimulated, 500 pg/mL final; actives 1.2% (n = 410,000); note: potency is the fitted concentration of half-maximal effect; % is set by controls: 0 for no effect and ±100 for the full control effect; nearly all actives have a fitted effect of over 65% in size
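Inhibition of TGF-beta-driven CAGA-GFP reporter expression in HEPG2 cells is measured by cellular GFP fluorescence after 18 h stimulation with 500 pg/mL recombinant TGF-beta in 1% FBS medium at 37 degrees C.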
EPAC2 antag: qHTS for Antagonist of cAMP-regulated guanine nucleotide exchange factor 2 (EPAC2): primary screen; AID 720708, 2013; Rap guanine nucleotide exchange factor 4 (Homo sapiens), Q8WZA2; actives 0.18% (n = 360,000); EPAC2 GEF exchange of Rap1B-BODIPY-GDP, fluorescence; Potency, µM (top dose mostly 114 µM), for the others: top-dose activity, negative = inhibition, most hits filed as inhibitors; note: potency is the fitted concentration of half-maximal effect; % is set by controls: 0 for no effect and ±100 for the full control effect; nearly all actives have a fitted effect of over 45% in size; many of its hits are not listed in these tables
Akt phos inh: HTS Assay for Inhibitors of Akt Phophorylation: Primary Screen | Neuro2A IGF-stimulated pAkt S473 HTRF, 20 min; hits give low values | activity change, % for hits at 50 µM | actives 0.32% (n = 360,000) | AID 651550, 2012; in the data active = activity change below about -80%; inconclusive = mostly about -51% to -80%; note: % is set by controls: 0 for no effect and ±100 for the full control effect
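Single-point screen (50 µM final compound) in Neuro2A cells stimulated 20 min with 6 nM IGF at 37 deg C. After lysis, Ser473-phosphorylated Akt read by HTRF (ex 330 nm, em 615/665 nm) as the 665/615 ratio.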
CCT modulator: High-Throughput Screening for Modulators of Cytosolic Chaperonin Activity; purified chaperonin ATPase assay, HTRF ADP detection, 30 min; activity change, % (concentration not given with the values), hits read low; actives 0.3% (n = 360,000); in the data active = activity change below about -30%; note: % is set by controls: 0 for no effect and ±100 for the full control effect
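ATPase activity: ADP formed was measured by HTRF Transcreener (665/615 nm ratio) after 30 min at 37 deg C with 10 uM ATP. Compounds screened at one 76 uM concentration against 40 or 20 nM TRiC in Tris pH 7.4/KCl/MgCl2/DTT buffer.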
Nrf2 block: Nrf2 qHTS screen for inhibitors. A549 ARE-Fluc reporter, luciferase luminescence, 18-24 h. Potency, µM (highest dose often 46 µM), without a hit: top-dose activity change, negative = inhibition, actives largely listed as inhibitors. actives 2.1% (n = 360,000); note: potency is the fitted concentration of half-maximal effect; % is set by controls: 0 for no effect and ±100 for the full control effect; nearly all actives have a fitted effect of over 60% in size
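Quantitative HTS in A549 cells stably bearing an antioxidant response element-firefly luciferase construct. Inhibition of Nrf2-driven transcription was scored by luminescence after 18-24 h of compound exposure at 37 °C.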
* hit, by the source's call; i = inactive; u = inconclusive; x = not tested or not shown; [ ] = dose if it differs, or a comment. Unless noted, calls come from the whole dose curve; as a rule, active = well fitted curve in the direction sought with a large enough effect; inconclusive = small, poorly fitted or top-dose-only effect, or another doubt; inactive = no such curve, though single readings can be large; an effect the other way counts as inactive or inconclusive. Not all compounds are listed; the hit share may differ from the screen's.

compound	A549 viability	Nrf2 ARE act	EPAC2 agonist	Mm-Cpn inhibitor	TGFb inhibitor	EPAC2 antag	Akt phos inh	CCT modulator	Nrf2 block
CCCCN(C(=O)CC1CCCCC1)c1c(N)n(CCCC)c(=O)[nH]c1=O	x	-0.4%	-8%	x	5%	-2%	i	3.2	x
Cc1ccc(-c2nnc(Nc3cccc(Cl)c3)c3ccccc23)cc1S(=O)(=O)NCC1CCCO1 (stereo not given)	0%	2.7%	x	x	-23%	x	x	x	u
CCC(C)[C@H](NC(=O)NCCC1=CCCCC1)C(=O)O (stereo not given in full)	-5%	-0.9%	0%	0%	0%	7%	i	-2.0	-8%
Cc1ccc(C)c(NC(=O)CSc2nnc(-c3cc(C)[nH]n3)n2N)c1	0%	-0.9%	1%	3%	5%	-1%	i	0.1	-12%
CCNC(=O)NC(=O)C(C)OC(=O)c1ccc(SC)cc1OC (stereo not given)	1%	3.2%	1%	1%	-7%	7%	i	-4.8	12%
CC(=O)N1CCN(c2ccccc2NC(=O)COc2ccc(Br)cc2)CC1	6%	-0.6%	6%	-1%	16%	4%	i	0.8	u
CC(=O)c1cnc(N(C)C)s1	1%	-0.2%	-9%	-1%	-4%	14%	i	-1.2	0%
Cc1cc(N)n2nc(C)c(-c3ccc(Cl)cc3)c2n1	0%	7.4%	14%	0%	-12%	-8%	i	-3.6	15%
Cn1c(=O)c2c(-c3ccccc3)n(-c3ccccc3Br)cc2n(C)c1=O	x	-0.7%	17%	x	u	-19%	i	-1.7	x
COC(=O)c1coc(-c2ccc(OC)cc2)c1C(=O)OC	-4%	5.9%	4%	1%	5%	1%	i	-1.4	14%
Oc1cccc(/C=N/c2c(-c3ccco3)nc3ccccn23)c1	0%	3.9%	-3%	-6%	-1%	-3%	i	-2.3	0%
CC1(C)C2CCC13CS(=O)(=O)N[C@@H]3C2 (stereo not given in full)	-2%	0.2%	-8%	2%	-7%	10%	i	-1.8	1%

Record cards, from the list above:
CCC(C)[C@H](NC(=O)NCCC1=CCCCC1)C(=O)O (stereo not given in full) in the list: A549 viability: -5%; Nrf2 ARE act: -0.9%; EPAC2 agonist: 0%; Mm-Cpn inhibitor: 0%; TGFb inhibitor: 0%; EPAC2 antag: 7%; Akt phos inh: i; CCT modulator: -2.0; Nrf2 block: -8%
Cc1ccc(-c2nnc(Nc3cccc(Cl)c3)c3ccccc23)cc1S(=O)(=O)NCC1CCCO1 (stereo not given) in the list: A549 viability: 0%; Nrf2 ARE act: 2.7%; EPAC2 agonist: x; Mm-Cpn inhibitor: x; TGFb inhibitor: -23%; EPAC2 antag: x; Akt phos inh: x; CCT modulator: x; Nrf2 block: u

Further compounds.
compound	A549 viability	Nrf2 ARE act	EPAC2 agonist	Mm-Cpn inhibitor	TGFb inhibitor	EPAC2 antag	Akt phos inh	CCT modulator	Nrf2 block
CN1CCC(N(C)C(=S)NC(=O)C23CC4CC(CC(C4)C2)C3)CC1	1%	-0.5%	8%	0%	-6%	-6%	i	0.8	u
CC(=O)c1cccc(NC(=O)c2noc3c2CCc2ccccc2-3)c1	1%	0.2%	7%	0%	-12%	0%	i	-0.5	-1%
O=C(NC1CCOC1)c1ccc(OC2CCN(CCc3ccccc3)CC2)cc1 (stereo not given)	-4%	-0.6%	6%	1%	4%	-7%	i	0.4	-25%
COc1cccc(NC(=O)Cn2c(=O)n(Cc3ccccc3)c(=O)c3ccccc32)c1	1%	0.5%	x	x	-4%	x	x	x	-4%[9.27 µM]
c1ccc(Cn2nnc3c(NCCN4CCOCC4)ncnc32)cc1	12%	-0.4%	-8%	-6%	-12%	-8%	i	-0.3	7%
C=C(C)Cn1cnc2cc(C)c(C)cc21	2%	0.0%	3%	-1%	4%	0%	i	-3.5	4%
COc1ccc(CCNC(=O)c2ccccc2Cl)cc1OC	4%	1.1%	-1%	-1%	9%	5%	i	-0.2	8%
COc1ccc(N2CCN(CCN3C(=O)c4ccccc4C3=O)CC2)cc1	-2%	0.1%	3%	-3%	15%	16%	i	0.8	20%
O=C(COc1ccc([N+](=O)[O-])cc1)NCCc1nc2ccccc2[nH]1	4%	0.2%	-6%	-3%	-6%	1%	i	-0.9	1%
COc1cccc(CNC(=O)COC(=O)c2ccc(-c3ccc(O)cc3)cc2)c1	x	-1.1%	7%	x	-6%	5%	i	1.7	x
Cc1nc(SCc2ccc(F)cc2)n[nH]1	-4%	0.5%	5%	0%	12%	2%	i	-0.3	22%
C/C(=N\NC(=O)CN1CCN(Cc2ccc(C)cc2)CC1)c1ccncc1	-2%	-0.8%	5%	-1%	-24%	-1%	i	-3.0	-1%

Following part
Molecule | A549 viability | Nrf2 ARE act | EPAC2 agonist | Mm-Cpn inhibitor | TGFb inhibitor | EPAC2 antag | Akt phos inh | CCT modulator | Nrf2 block
COc1ccc(C2/C(=C(/O)c3ccc(S(=O)(=O)N4CCOCC4)cc3)C(=O)C(=O)N2CCN2CCOCC2)cc1 (stereo not given) | -3% | 0.3% | 4% | -1% | 0% | 0% | i | -0.1 | -6%
CCCCc1n[nH]c2c1/C(=N/OCC)CC(C)(C)C2 | 0% | -0.1% | 3% | -3% | u | -22% | i | -0.4 | 0%
CC(C)(C)NCC(O)COc1cccc2[nH]c(=O)[nH]c12 (stereo not given) | -3% | -0.2% | -2% | x | 8% | 16% | i | 1.7 | 1%
O=C(O)CCCNC(=O)CCn1nnc2ccccc2c1=O | 8% | 5.9% | 4% | 0% | u | -7% | i | 0.9 | 27%
O=C(CSc1nc2ccccc2c(=O)[nH]1)Nc1ccc(N2CCOCC2)c(Cl)c1 | 0% | 0.4% | 9% | 0% | -2% | 10% | i | -1.7 | u
CCC(=O)Nc1cccc(-n2nnnc2SCC(=O)N(C(C)C)C(C)C)c1 | 7% | 0.6% | -2% | 0% | 5% | 4% | i | -0.8 | -26%
O=S(=O)(c1cccc2cccnc12)N(CCO)CCO | 0% | -0.4% | -2% | 1% | 11% | 5% | i | -3.4 | 5%
Cc1ccc(S(=O)(=O)N2CCCC(C(=O)NC3=NCCS3)C2)cc1 (stereo not given) | 1% | -0.1% | 4% | 2% | -1% | 5% | i | -6.1 | -4%
O=C(NCc1ccc(Cl)cc1)C1CCCN(c2cnccn2)C1 (stereo not given) | 3% | 0.2% | 5% | 2% | -2% | 1% | i | 0.3 | -17%
C/C=C\C=C/C(=O)Nc1cccc(C2=NOC3(C2)C[C@@H](C(N)=O)N(C(=O)C2(C)CC2)C3)c1 (stereo not given in full) | 1% | 0.5% | 12% | 0% | 2% | -7% | i | 0.1 | 5%
COc1ccc(Nc2nc(N)nc(CSc3nccc(C)n3)n2)cc1 | -3% | 3.4% | 4% | 1% | 1% | 16% | i | -0.4 | 5%
C[C@H](CO)N1C[C@H](C)[C@H](CN(C)S(=O)(=O)c2cn(C)cn2)Oc2ccc(NC(=O)Nc3ccc(C(F)(F)F)cc3)cc2CC1=O | -10% | 5.7% | -3% | 2% | u | -14% | i | -0.7 | u
Cc1ccc2nc(-c3ccc(NC(=O)COCC(=O)O)cc3)sc2c1 | 3% | 4.3% | 3% | -3% | 25% | u | i | 2.7 | u
CCN(CC)C(=O)Cn1ncc2c([nH]c3ccc(C)cc32)c1=O | -6% | -0.3% | x | x | 4% | x | x | x | 7%
CC(NC(=O)c1ccc(C(F)(F)F)cc1)C(c1ccccc1)N1CCOCC1 (stereo not given) | 0% | 1.3% | 6% | -4% | 1% | -2% | i | 0.0 | 6%
O=S1(=O)CC/C(=N/Nc2ccccn2)c2cc(F)ccc21 | -6% | 13% | -1% | 1% | 11% | -1% | i | -0.1 | u
O=C(NC1CCC(O)CC1)c1cccc2cccnc12 (stereo not given) | -2% | 1.7% | 6% | 1% | -2% | 2% | i | -0.8 | -20%
Cc1nc(S(=O)(=O)c2ccc(Cl)cc2Cl)nc2c1CCC2 | -11% | 2.5% | -1% | 0% | 14% | -3% | i | -2.8 | -18%
Cc1cccc(CC(C)NC(=O)CCc2nnc(-c3ccccc3)o2)n1 (stereo not given) | 2% | 0.4% | 4% | 1% | -3% | 1% | i | 0.0 | 12%
Cc1oc2ccc(NS(=O)(=O)c3ccccc3)cc2c1C(=O)Nc1ccccc1 | -7% | 2.8% | 5% | 1% | -30% | -14% | i | -0.3 | 27%
Cc1cccc(NC(=O)CNC(=O)c2cn(Cc3ccccc3)nc2-c2cccnc2)c1C | 0% | 0.8% | 6% | 1% | -5% | 0% | i | -1.7 | -29%
COCCC(=O)N1CCCC(CCC(=O)NCc2ccc(F)c(F)c2)C1 (stereo not given) | 4% | -0.2% | 3% | 3% | -4% | 5% | i | -5.1 | 0%
